GPR55 LPI antagonism – inhibition of LPI-stimulated GPR55 beta-arrestin translocation – imaging, U2OS, beta-arrestin-GFP, LPI agonist, primary screen (AID 2013); U2OS GPR55 beta-arrestin-GFP translocation imaging, LPI antagonism; higher % means a stronger effect; 0.13% of 290,000 active; inhibition, % at 10 µM; hits with a dose series show IC50 in µM;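 active means spots per cell inhibited over 60%, with over 100 cells counted and total cytoplasm intensity under 500,000; inconclusive means wells with under 100 cells, flagged as likely toxic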;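 further: U2OS cells stably carrying GPR55 and arrestin-GFP stimulated by 5 µM LPI near EC80; imaged beta-arrestin-GFP aggregate spots per cell after agonist stimulation; plate controls were LPI-stimulated DMSO wells for no effect and DMSO wells without LPI for full effect; some results filed as inactive read as strong as hits; confirmed hits need IC50 under 10 µM and bright autofluorescent wells are also inconclusive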
NTR1 agonist – NTR1-driven beta-arrestin-GFP spot formation – imaging, U2OS cells, high content, primary screen (AID 493036) | 0.17% of 330,000 active | agonist mode | activation, % at 20 µM;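 active means activation at or above 40% of the spot to cytoplasm intensity ratio, with at least 20 cells analyzed; inconclusive means wells under 20 cells, flagged as cytotoxic or low count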;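 further: 0% = DMSO without peptide and 100% = 100 nM NTR1 peptide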
Target sequence (P30989 whole entry, looked up): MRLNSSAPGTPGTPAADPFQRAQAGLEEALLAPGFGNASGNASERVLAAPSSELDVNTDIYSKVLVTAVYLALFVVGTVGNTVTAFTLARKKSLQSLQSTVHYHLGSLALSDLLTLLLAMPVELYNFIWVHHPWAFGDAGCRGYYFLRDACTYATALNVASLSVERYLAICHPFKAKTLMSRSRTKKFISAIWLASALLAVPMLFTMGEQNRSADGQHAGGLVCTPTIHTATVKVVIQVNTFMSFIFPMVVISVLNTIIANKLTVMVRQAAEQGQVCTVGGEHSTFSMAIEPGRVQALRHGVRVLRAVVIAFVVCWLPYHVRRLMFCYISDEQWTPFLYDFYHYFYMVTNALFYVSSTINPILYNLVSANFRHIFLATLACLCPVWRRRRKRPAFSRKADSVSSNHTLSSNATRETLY
T cell HTS – T cell immune modulation candidate. 2C CD8+ T cell-vesicle binding, flow cytometry; hits give low values. calls only at 7 µM. 0.068% of 330,000 active. AID 2052;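 active means response, share of CD8 T cells binding vesicles, and their 90th percentile fluorescence all below set limits, cut at about 80% in these data, passing the limit was not always enough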
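Assay system: 2C TCR transgenic mouse naive CD8+ T cells, MACS-purified | Read-out: CD8+ gate FL2 mean fluorescence as % of same-row positive control | Signal: High-throughput flow cytometry with anti-B7-1 and anti-CD8 staining | Timing: Binding step 1.5 h, 37 °C, antibody labelling 20 min, ice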
Salmonella PhoP GFP – inhibitors of PhoP regulon expression, primary screen, Salmonella Typhimurium, GFP reporter (AID 1863). 0.16% of 300,000 active. S. Typhimurium PhoP-regulated promoter GFP reporter, 4 h; higher % means a stronger effect. one-dose inhibition, % at 50 µM; IC50 in µM for titrated hits;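 active means inhibition over 29.93%, a cutoff 3 SD above the screen mean, later confirmed by dose response; inconclusive means inhibition over 29.93% but no dose response follow-up; inactive means inhibition at most 29.93% or unconfirmed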;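 further: 0% = low Mg2+ inducing control and 100% = high Mg2+ repressing control; strong numbers were not always called active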
GPR55 activation – GPR55 agonists via beta-arrestin recruitment, primary screen, imaging, U2OS cells, beta-arrestin-GFP redistribution (AID 1961). U2OS GPR55 beta-arrestin-GFP redistribution imaging; higher % means a stronger effect. activation, % at 10 µM; hits with a dose series show EC50 in µM. 0.048% of 290,000 active;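 active means activation above 40% with more than 50 cells counted in the well; inconclusive means wells holding fewer than 50 cells, flagged as toxic or sparse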;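 further: U2OS osteosarcoma cells stably expressing GPR55 and beta-arrestin-GFP; plate controls were DMSO negative control for no effect and LPI positive control for full effect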
KOR beta-arrestin-1 – KOR antagonists, beta-arrestin recruitment, cell-based, luminescence, uHTS (AID 1778). KOR beta-arrestin recruitment, luminescence, antagonist mode; higher % means a stronger effect. 0.091% of 290,000 active. inhibition, % at 10 µM, or IC50 in µM where a hit was titrated; in the data active means inhibition above about 50%; further: strong numbers were not always called active
KOR beta-arrestin-2 – KOR agonists, beta-arrestin recruitment, primary screen, cell-based, luminescence, uHTS (AID 1777); KOR beta-arrestin recruitment, luminescence; higher % means a stronger effect; activation, % at 10 µM; hits with a dose series show EC50 in µM; 0.02% of 280,000 active; in the data active means activation above about 50%, passing the limit was not always enough; further: a part of the inactive calls stands beside numbers as strong as those of hits
GPR35 antagonists – inhibition of zaprinast-stimulated GPR35 beta-arrestin translocation – imaging, U2OS, beta-arrestin-GFP, zaprinast agonist, primary screen (AID 2058); U2OS GPR35 beta-arrestin-GFP translocation imaging, zaprinast antagonism; higher % means a stronger effect; one-dose inhibition, % at 10 µM; IC50 in µM for titrated hits; 0.052% of 290,000 active;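 active means inhibition of at least 50% with at least 30 cells and total cytoplasm GFP at most 10,000,000; inconclusive means under 30 cells or total GFP of 10,000,000 plus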
West Nile virus CPE – inhibition of WNV-induced cytopathic effect – cell-based, CPE readout (AID 1621) | West Nile virus-infected cells, CPE inhibition; higher % means a stronger effect | one-dose CPE inhibition, % at 10 µM; IC50 in µM for titrated hits | 0.02% of 290,000 active; in the data active means a potency from the dose series; inconclusive means CPE inhibition mostly from about 3.7% at the one dose, without a potency; inactive means the rest, 99 in 100 with CPE inhibition below about 2.2%; further: strong numbers were not always called active
T cell HTS vesicle-bound % – also measured in T cell HTS; calls as there; double positive events, %; measured here: CD8+ vesicle-bound cell fraction;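 binding gate set so that unloaded-vesicle control wells show 10% double positive cells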
NTR1 agonist cell count 20 µM – also measured in NTR1 agonist; calls as there; cell count; measured here: cell count, cytotoxicity flag
Starred values were filed as active, the others as inactive; i = inactive; ? = inconclusive; / = no result given; [ ] = another dose, or the depositor's remark.

SMILES	GPR55 LPI antagonism	NTR1 agonist	NTR1 agonist cell count 20 µM	T cell HTS	T cell HTS vesicle-bound %	Salmonella PhoP GFP	GPR55 activation	KOR beta-arrestin-1	KOR beta-arrestin-2	GPR35 antagonists	West Nile virus CPE
CS(=O)(=O)N1CCN(C(=O)Cc2ccccc2)CC1	3%	-1.0	42	i	26	-7%	-0.2%	-6%	9.7%	10%	0.3%
CCN(CC#CCC(O)(c1ccccc1)c1ccccc1)C(C)C	13%	3.6	37	i	53	-22%	-0.8%	12%	7.3%	2%	-0.6%
COc1cc(N=Nc2c(C)n(C)n(-c3ccccc3)c2=O)ccc1N	-1%	-0.3	41	i	51	4%	0.1%	3%	-5.4%	-5%	0.1%
Cc1cc(S(=O)(=O)N2CCN=C2c2ccccc2)ccc1F	3%	-1.9	54	i	32	8%	-0.2%	-19%	-5.2%	6%	-0.2%
COc1cc(NC(=S)N2CCOCC2)c(OC)cc1Cl	6%	0.0	41	i	28	9%	-0.1%	13%	-2.2%	7%	0.0%
Cn1c(CSc2nc3ccc(Br)cc3[nH]2)nc2ccccc21	14%	1.1	60	i	50	-5%	-0.2%	27%	-7.0%	-1%	-0.2%
O=C(c1ccc(Br)s1)N1CCN(c2ncccn2)CC1	-2%	-1.0	61	i	43	3%	-0.1%	18%	1.3%	-17%	0.0%
O=C(NC(Cc1ccc(F)cc1)C(=O)O)c1ccccc1 (centres undefined)	2%	-1.0	76	i	33	8%	-0.1%	4%	-2.0%	-10%	0.1%
Cn1ncc(Br)c1NC(=O)Nc1ccc(Cl)cc1	0%	-1.9	50	i	64	-3%	-0.1%	4%	2.6%	5%	1.1%
CCOc1ccc(C(=O)N(c2ccccn2)C2CCCCC2)cc1	14%	-0.4	68	i	51	1%	0.1%	8%	-5.0%	-11%	0.1%
CCOC(=O)N1CCC(NC(=O)c2cc(C(=O)NC3CCN(Cc4ccccc4)CC3)ccc2CO)CC1	5%	-1.1	76	i	42	-4%	0.5%	19%	5.0%	-10%	1.4%
OC1(c2cccc(F)c2)CCN(Cc2ccncc2)CC1	-1%	-1.0	66	i	22	-8%	-1.0%	-12%	-1.8%	-5%	-0.1%
COc1cccc(-c2nnc(NC(=O)c3ccc(Cl)s3)o2)c1	7%	1.1	78	i	36	2%	-0.3%	3%	1.9%	-10%	/
COc1ccc(N2CCN(C(=O)c3cccc4nc(C)oc34)CC2)cc1	2%	4.0	61	i	59	-7%	0.0%	-40%	1.5%	-10%	-0.7%
CC(=O)Nc1ccc(S(=O)(=O)N(C)CC(=O)OC(C)C(=O)NC2CCCC2)cc1 (centres undefined)	14%	0.2	50	i	14	-2%	-0.1%	3%	4.1%	-9%	-0.1%
CCC(=O)N(c1ccc(C(=O)O)cc1)c1nc(-c2ccc(OC)cc2)c(C)s1	-3%	0.9	42	i	26	-7%	-0.6%	-23%	-0.4%	-5%	0.2%
CC(C)(C)C(=O)Nc1ccc(N2CCN(S(C)(=O)=O)CC2)cc1	0%	0.6	44	i	50	-5%	-0.5%	10%	0.2%	5%	-0.1%
CN1CCC(=O)N([C@H](CSc2ccccc2)c2ccccc2)CC1	-11%	-1.9	88	i	22	5%	0.0%	-4%[20 µM]	-3.1%	11%	-1.1%
O=C1C2CCCN2C(=O)N1CCCCN1CCN(c2cccc(Cl)c2)CC1 (centres undefined)	14%	-0.7	62	i	20	10%	0.1%	-19%	-1.6%	-10%	-1.0%
COc1ccc2[nH]c(C)c(-c3csc(N)n3)c2c1	0%	0.7	56	i	68	0%	-0.2%	-13%[20 µM]	1.8%	3%	0.0%
CCOCCCNC(=O)c1cn(C)c2ccc(S(=O)(=O)N3CCCCC3)cc2c1=O	1%	-1.8	46	i	10	-8%	0.3%	-22%	0.6%	7%	0.8%
COc1ccc(C(c2nnnn2CCc2ccccc2)N2CCN(C3CCCC3)CC2)cc1 (centres undefined)	0%	-0.7	63	i	59	8%	-0.2%	21%	2.7%	-5%	-0.5%
CCOc1ccc(-n2c(=O)c3c(C)c(C)sc3n(CC(=O)NCc3ccco3)c2=O)cc1	4%	1.0	75	i	57	15%	-0.1%	-8%	0.4%	12%	?
CC(=O)C1=C(c2cccc([N+](=O)[O-])c2)N(C(C)=O)n2c(C)nnc2S1	10%	2.0	69	i	22	2%	-0.3%	21%	-7.4%	-8%	-0.6%
Cc1ccc(C)c(N2CCN(C(=O)c3ccc(Cl)c(NC4=NC5CS(=O)(=O)CC5S4)c3)CC2)c1 (centres undefined)	23%	0.4	69	i	11	2%	0.3%	-14%	3.5%	11%	0.6%

Rewritten with values under each structure: two of the compounds above.
The line under a structure holds: GPR55 LPI antagonism | NTR1 agonist | NTR1 agonist cell count 20 µM | T cell HTS | T cell HTS vesicle-bound % | Salmonella PhoP GFP | GPR55 activation | KOR beta-arrestin-1 | KOR beta-arrestin-2 | GPR35 antagonists | West Nile virus CPE
> CCOC(=O)N1CCC(NC(=O)c2cc(C(=O)NC3CCN(Cc4ccccc4)CC3)ccc2CO)CC1
 : 5% | -1.1 | 76 | i | 42 | -4% | 0.5% | 19% | 5.0% | -10% | 1.4%
> COc1ccc(C(c2nnnn2CCc2ccccc2)N2CCN(C3CCCC3)CC2)cc1 (centres undefined)
 : 0% | -0.7 | 63 | i | 59 | 8% | -0.2% | 21% | 2.7% | -5% | -0.5%

Additional compounds:
SMILES	GPR55 LPI antagonism	NTR1 agonist	NTR1 agonist cell count 20 µM	T cell HTS	T cell HTS vesicle-bound %	Salmonella PhoP GFP	GPR55 activation	KOR beta-arrestin-1	KOR beta-arrestin-2	GPR35 antagonists	West Nile virus CPE
CCCCOc1ccc(N2CC(C(=O)NCc3ccco3)CC2=O)cc1 (centres undefined)	10%	1.0	46	i	17	5%	0.0%	-18%	2.8%	3%	-0.4%
CN(CC(=O)Nc1cccc(F)c1)C(=O)c1ccc(OCC2CCCO2)cc1 (centres undefined)	2%	1.9	62	i	36	-9%	-0.2%	-12%	-1.5%	-9%	0.1%
CC(c1nc2ccccc2c(=O)[nH]1)N1CCN(C)CC1 (centres undefined)	2%	8.6	81	i	15	6%	0.2%	13%	-0.1%	8%	0.1%
Cc1ccc(C(=O)C[n+]2ccccc2)cc1	4%	1.3	44	i	27	1%	-0.2%	12%	-1.0%	-5%	0.0%
O=C(CSc1nnc(CNC(=O)c2ccccc2)o1)NCc1ccc2c(c1)OCO2	-20%	-0.5	58	i	36	-3%	0.0%	16%	4.2%	-3%	-0.2%
CCCCNC(=O)C1CCCN(S(=O)(=O)c2ccc(-n3cnnn3)cc2)C1 (centres undefined)	6%	0.1	88	i	49	10%	-0.1%	9%	-2.1%	0%	0.2%
CCn1c(SCC(N)=O)nnc1-c1ccc2[nH]c(C)c(C)c2c1	7%	-0.4	84	i	37	12%	-0.2%	9%	-1.6%	2%	-0.3%
CC(C)CC(=O)Nc1nnc(SCC(=O)Nc2ccc(F)cc2)s1	1%	-0.1	44	i	34	-2%	-0.4%	2%	-3.5%	-8%	0.6%
O=C(NC(=S)Nc1cc(C(F)(F)F)ccc1N1CCOCC1)c1ccc(-c2cccc(Cl)c2)o1	12%	4.1	44	i	4	6%	0.4%	44%	0.6%	6%	-0.2%
COc1ccc(Cc2nnc(NC(=O)c3ccccc3Cl)s2)cc1OC	-4%	-0.5	52	i	58	-3%	0.0%	-44%[20 µM]	-5.3%	5%	-0.1%
COc1ccc(C(=O)Nc2ccc(S(=O)(=O)NC(C)=O)cc2)cc1[N+](=O)[O-]	0%	-0.1	45	i	39	0%	-0.2%	11%	0.0%	-14%	0.4%
COc1ccccc1NC(=O)N1CCn2c(nc3ccccc32)C1	5%	-0.7	97	i	36	4%	-0.2%	/	/	-8%	12%
CCCCCCCCCCOC(=O)NC1CCS(=O)(=O)C1 (centres undefined)	-2%	1.1	30	i	14	-6%	0.0%	-55%	3.4%	-5%	-1.9%
CC1(C(=O)NCc2ccc(Cl)c(Cl)c2)Oc2cccnc2NC1=O (centres undefined)	-8%	-0.9	52	i	32	-5%	0.1%	0%	-13%	9%	-0.7%
COc1cc(/C=N/NC(=O)c2ccc([N+](=O)[O-])cc2Cl)cc(Br)c1O	20%	2.6	46	i	45	9%	-0.4%	-8%	-10%	-3%	-0.5%
CSc1ccc2nnc(-c3cccc(F)c3)n2n1	16%	1.8	58	i	28	-5%	0.5%	16%	-1.2%	-2%	0.7%
CCC(C)(C)NC(=O)C(c1ccco1)N(C(=O)c1csnn1)c1cccc(F)c1 (centres undefined)	5%	-0.4	65	i	33	-11%	-0.2%	15%	-1.0%	5%	-0.1%
CN(C)CCCNc1cc(C(C)(C)C)nc2c(-c3ccccc3)cnn12	28%	2.5	15	i	16	68µM*	-0.1%	7%	-1.3%	0%	-0.9%
O=C(CSc1nnc(-c2cnccn2)n1Cc1ccco1)c1ccccc1	14%	0.8	72	i	37	-1%	-0.1%	5%	-5.6%	0%	?
NC(=O)Nc1ccc(C(=O)OCC(=O)NC2CCCCC2)cc1	14%	0.7	40	i	36	7%	-0.3%	-18%	-8.5%	-16%	/
O=C(Nc1cccc(F)c1)C1CCN(C(=O)c2ccccc2Cl)CC1	-7%	-1.5	69	i	58	1%	0.0%	1%	-2.9%	4%	-0.5%
O=C(NCCOC(=O)c1ccc(Cl)c(S(=O)(=O)N2CCCCC2)c1)c1ccncc1	8%	0.4	56	i	24	6%	-0.1%	-7%	-4.3%	10%	0.0%

Five entries out of the list above, arranged by their value in Salmonella PhoP GFP, falling:
compound	T cell HTS	T cell HTS vesicle-bound %	Salmonella PhoP GFP	KOR beta-arrestin-1	KOR beta-arrestin-2	GPR35 antagonists	West Nile virus CPE
CCn1c(SCC(N)=O)nnc1-c1ccc2[nH]c(C)c(C)c2c1	i	37	12%	9%	-1.6%	2%	-0.3%
CCCCOc1ccc(N2CC(C(=O)NCc3ccco3)CC2=O)cc1 (centres undefined)	i	17	5%	-18%	2.8%	3%	-0.4%
CC(C)CC(=O)Nc1nnc(SCC(=O)Nc2ccc(F)cc2)s1	i	34	-2%	2%	-3.5%	-8%	0.6%
O=C(CSc1nnc(CNC(=O)c2ccccc2)o1)NCc1ccc2c(c1)OCO2	i	36	-3%	16%	4.2%	-3%	-0.2%
CSc1ccc2nnc(-c3cccc(F)c3)n2n1	i	28	-5%	16%	-1.2%	-2%	0.7%
